OX1R antag-1 – antagonists of human orexin 1 receptor (OX1R); AID 485270; O43613; OX1R-expressing cells, FRET antagonist read-out; inhibition, % at 6.6 µM; 330,000 compounds, 1.8% hits; in the data active means inhibition mostly above about 38%, no sharp cut-off; inactive means mostly below about 40%;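 further: 0% = agonist challenge alone and 100% = reference antagonist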
Target sequence (O43613 whole entry, looked up): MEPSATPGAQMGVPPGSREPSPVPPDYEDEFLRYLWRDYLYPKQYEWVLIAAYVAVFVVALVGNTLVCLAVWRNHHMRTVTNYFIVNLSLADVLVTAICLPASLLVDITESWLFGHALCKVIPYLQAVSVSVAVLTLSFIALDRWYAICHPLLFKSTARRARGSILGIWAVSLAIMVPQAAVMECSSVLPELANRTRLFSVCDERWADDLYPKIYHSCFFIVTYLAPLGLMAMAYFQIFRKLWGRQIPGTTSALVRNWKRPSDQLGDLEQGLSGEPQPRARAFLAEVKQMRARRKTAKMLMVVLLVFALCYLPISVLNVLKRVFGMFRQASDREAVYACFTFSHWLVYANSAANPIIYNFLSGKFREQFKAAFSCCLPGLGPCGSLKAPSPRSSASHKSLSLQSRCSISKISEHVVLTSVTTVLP
OX1R antag-2 – antagonists of human orexin 1 receptor; CHO/OX1R cells, Fluo-8 calcium fluorescence, orexin A; inhibition, % at 5 µM; 330,000 compounds, 0.43% hits; AID 434989;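 active means inhibition above its plate's threshold, mean inhibition of all tested compounds on the plate plus 3 SD, cut at about 37% in these data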;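 further: 0% = orexin A challenge wells and 100% = SB-334867-A antagonist wells; not every result past the cut was called active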
The depositor's hits bear a star.

SMILES	OX1R antag-1	OX1R antag-2
CC(C)OC(=O)Nc1ccc(-c2ccc(NC(=O)OC(C)C)cc2Cl)c(Cl)c1	8.1	-26.9
O=C(NCc1ccc(F)cc1)c1cc(-c2ccncc2)nc2ccccc12	22.9	-19.8
O=C(O)c1ccc2c(c1)N(Cc1ccccc1)C(=O)c1ccccc1S2=O (centres undefined)	9.3	17.6
COCCNC(=O)C1CC(=O)N(C2CCCC2)C1 (centres undefined)	8.2	-20.7
C=CCn1c(SCC(=O)NC2(C#N)CCCCC2)nnc1-c1ccncc1	16.9	-16.9
O=C(c1cc(-c2ccc(Br)cc2)on1)N1CCCC1	6.8	-19.9
CCOc1ccc(S(=O)(=O)N(C)c2ccc(OCC(=O)NCCc3ccc(OC)cc3)cc2)cc1	26.1	-2.5
CC(C)=CCN1CCN(Cc2cnc(C)s2)CC1CCO (centres undefined)	8.9	-17.6
Cc1c(C2Nc3ccccc3NC3=C2C(=O)CC(C)(C)C3)cnn1C (centres undefined)	15.8	-26.7
Cc1ccc(OCC(=O)c2cc(C)n(C)c2C)c([N+](=O)[O-])n1	44.1	-10.7
COc1ccc(C(C(=O)NC(C)(C)C)N(Cc2ccco2)C(=O)CCC(=O)Nc2ccccn2)cc1 (centres undefined)	-8.1	-9.1
CC1=C(C(=O)N2CCOCC2)C(c2ccccc2F)C2=C(CCCC2=O)N1 (centres undefined)	19.3	-13.1
Cc1ccccc1C(=O)N1N=C(c2cccc(NS(C)(=O)=O)c2)CC1c1cccs1 (centres undefined)	3.6	-29.0
COc1cc(C(=O)OCc2ccccc2C#N)ccc1OCC(=O)N1CCOCC1	5.0	-15.1
CCN1C(=C(C#N)C#N)C=Cc2cc(C)ccc21	35.9	1.1
Cc1ccc(NC(=O)CSC2=C(C#N)C(c3ccco3)C3=C(CC(C)(C)CC3=O)N2)cc1 (centres undefined)	4.6	-40.2
COc1ccc(N(C(C)=O)S(=O)(=O)c2cccc3cccnc23)cc1	11.0	-8.0
CCOC(=O)C1CCCN(c2nc3ccccc3nc2C(C#N)C(=O)OCCOC)C1 (centres undefined)	37.3	-35.6
CCCn1c(/N=C/c2c[nH]c3ccccc23)nc2ccccc21	10.4	-3.2
COc1ccc(CN2CCN(Cc3cccn3-c3ncccn3)CC2CCO)c(C)c1C (centres undefined)	13.3	-11.5
CCOc1ccc(N=NC2C(=O)N(C(N)=S)N=C2C)cc1 (centres undefined)	0.6	-20.3
O=C(Nc1csc(Cc2c(Cl)cccc2Cl)n1)NN1CCOCC1	-3.8	-41.7
N#Cc1cnn2c(-c3ccccc3)ccnc12	8.0	12.4
O=C(Oc1c(Cl)cc(Cl)c2cccnc12)c1cccs1	21.2	2.3
Cc1cc(NC(=O)C2CCCN(S(=O)(=O)c3c(C)noc3C)C2)no1 (centres undefined)	18.6	-22.6
O=C(CSc1nc2ccccc2c(=O)n1-c1ccc(OC(F)F)cc1)NCc1cccs1	6.7	-12.3
Cc1cc(C)cc(NC(=O)CCc2nc3ccccc3[nH]2)c1	10.6	-18.9
CCCCC(NS(=O)(=O)c1ccc(OC)cc1)C(=O)O (centres undefined)	16.9	2.9
CCOC(=O)CN(C)C(=O)CCc1nnc(-c2ccc(-c3ccccc3)cc2)o1	5.8	-15.5
COc1ccc(NC(=O)C2=Cc3ccccc3OC2)cc1	24.2	-17.0
COc1ccccc1OCCCCOc1ccccc1F	6.7	-18.0
CC(C)Cc1cc(C(=O)N2CCCC(CCC(=O)N(C)CCc3ccccn3)C2)no1 (centres undefined)	7.8	-22.6
O=C(NCC1OCCc2ccccc21)c1ccc(NC(=O)c2ccc(Cl)cc2)cc1 (centres undefined)	9.8	7.5
CCOc1ccc(Nc2nc3ccccc3n3cnnc23)cc1	28.6	-11.1
Cc1cc(C)c(S(=O)(=O)N2CCN(C(=O)C(C)Cn3cncn3)CC2)c(C)c1 (centres undefined)	-1.6	2.9
COc1ccc(/C=N/n2c(=O)[nH]c3c([nH]c4ccc(F)cc43)c2=O)cc1CN1CCCCC1	4.3	5.2
Cc1ccc(NC(=O)Nc2ccccc2F)cc1S(=O)(=O)N1CCOCC1	1.0	-3.9
CCC(CC)C(=O)Nc1cc(C(=O)OC)ccc1C(=O)OC	6.5	-26.5
C=CCn1c(NCc2ccc3c(c2)OCO3)nc2ccccc21	18.7	-22.1
Cc1cccc(N2CCN(c3nc4nonc4nc3N3CCSCC3)CC2)n1	9.5	-37.1
O=C(Cn1ncc2c(=O)oc3ccccc3c21)NCC1CCCO1 (centres undefined)	2.6	-6.3
COc1ccc(CNC(=O)c2cnn3c(C(F)F)cc(C)nc23)cc1	12.7	-11.8
Cc1ccc(/C=N/N(C)C2=NS(=O)(=O)c3ccccc32)cc1	-2.0	-14.0
CCSc1nc2ccccc2c(=O)n1C1CCOC(C)(C)C1 (centres undefined)	11.0	-15.7
CC1CCCN(C(=O)CSc2nnc3ccccn23)C1 (centres undefined)	-0.9	-5.7
COc1ccc(C(=O)COC(=O)/C=C/c2ccco2)cc1F	0.1	-4.2
CCCOc1ccccc1C1CC(=O)NC2=C1C(=O)CCC2 (centres undefined)	26.0	-24.9
COc1cccc(C(=O)Nc2nc(-c3ccncc3)cs2)c1	28.9	1.3
Cc1nc(CC(=O)N2CCN(c3cccc(C)c3C)CC2)cs1	6.7	-24.7
CCOC(=O)CSc1nc2sc3c(c2c(=O)[nH]1)CC(C)(C)OC3	13.8	-21.7
CCNS(=O)(=O)c1ccc(CCC(=O)N2CCCC2)cc1	1.3	-15.4
O=C(NCc1ccccc1)c1ccc(S(=O)(=O)NCc2ccco2)cc1	14.5	2.6
COc1ccc(NC2(c3ccccc3)OC(=O)c3ccccc32)cc1 (centres undefined)	6.1	-9.9
CC(=O)c1ccc(-c2nc3c4ccccc4ccn3c2C(C)=O)o1	33.8	-14.0
CC(=O)N1CCN(Cc2nc3ccc(Cl)cc3n2CCO)CC1	14.7	-9.3
O=C(COC(=O)c1ccc(Br)o1)Nc1ccc(F)cc1[N+](=O)[O-]	23.6	8.2
COc1ccc(CN2c3cc(S(=O)(=O)N4CCOCC4)ccc3N3CCCC32)cc1 (centres undefined)	1.4	4.0
COc1ccc(CN2CCCN(C)CC2)c(OC)c1C	11.9	-1.3
O=C(c1ccc(OC2CCN(Cc3ccccn3)CC2)cc1)N1CCC[C@H]1CO	23.8	-12.4
CCn1c(O)c(N=NC(=O)CNC(=O)/C=C/c2ccccc2)c2ccccc21	16.4	-26.0

More structures follow:
SMILES	OX1R antag-1	OX1R antag-2
O=C(NC1CC1)c1ccc(CN(c2ccccc2)S(=O)(=O)c2ccccc2)cc1	5.5	-8.9
Cc1cccc(C)c1NC(=O)NC1CC2CCC(C1)N2Cc1cccs1 (centres undefined)	-5.0	-6.8
CC(C)(C)NS(=O)(=O)c1ccc(CCC(=O)Nc2ccc3c(c2)OCO3)cc1	10.2	0.7
O=C(COc1ccccc1Cl)NCCNC(=O)c1ccncc1	2.2	2.5
Cc1c(C(=O)N(C)Cc2ccc(OC(F)F)cc2)oc2ccccc12	35.1	-22.0
COc1cccc(C(=O)NCC(=O)OCc2ccc(F)cc2Cl)c1	6.6	-24.7
CCCNC(=O)N(C)c1nncnc1C(=O)NC	9.2	3.3
Cc1ccc(C(=O)O)cc1NC(=O)CSc1nnc(-c2ccccc2F)n1C1CCCCC1	3.0	9.4
CO/N=C(/CS(=O)c1ccc(Br)cc1)c1ccc(OC)cc1 (centres undefined)	24.6	-19.9
Cc1cc(C)c(S(=O)(=O)c2ccccc2)c(OC(=O)c2c(Cl)cccc2Cl)n1	22.3	-18.6
COc1cccc(C2c3c(oc4ccc(Cl)cc4c3=O)C(=O)N2c2cc(C)on2)c1OC (centres undefined)	12.6	-7.1
Cc1nc2ncnn2c(N2CCC(C(=O)NCC3CCCO3)CC2)c1Cc1ccccc1 (centres undefined)	17.6	-11.2
COc1ccc(-n2nc3c(N4CCC(C(=O)NCc5ccccc5)CC4)nnc(C)c3c2C)cc1	-0.6	-23.1
COC(=O)Cc1c(C(=O)OC)nnn1-c1cccc(C(F)(F)F)c1	2.8	-8.4
COc1cc(S(=O)(=O)N2CCCCC2)ccc1NC=O	17.7	-39.9
c1cncc(C(c2nnnn2C2CCCCC2)N2CCCCC2)c1 (centres undefined)	14.7	-18.1
CC(=O)Nc1ccc(S(=O)(=O)N(C#N)c2nc(N(C)C)nc(N(C)C)n2)cc1	-1.4	-4.1
O=[N+]([O-])c1cc([N+](=O)[O-])c2c(=Nc3ccccc3)n(-c3ccccc3)n(O)c2c1	15.2	-8.5
Cc1ccc(S(=O)(=O)NCCC(=O)Nc2ccncc2)cc1C	19.6	0.7
CCOC(=O)CC(NC(=O)C(CC)c1ccccc1)c1ccccc1Cl (centres undefined)	19.9	-21.5
O=C(/C=C/c1cccs1)N1CCCC1	11.8	-14.3
CCOC(=O)c1ccc(NC(=S)N(CCCN2CCN(CC)CC2)Cc2cccs2)cc1	22.5	-35.8
CCOC(=O)c1c(NC(=O)COc2cccc3c2CCN(CC)C3=O)sc2c1CCC2	19.2	-21.1
COc1cc(S(=O)(=O)N2CCC(C(N)=O)CC2)c(C)cc1C	0.7	-13.8
COC(=O)c1ccccc1NC(=O)CS(=O)(=O)Cc1nc(-c2ccc(C)cc2)oc1C	29.3	-30.2
Cc1ccc(-c2csc(NC(=O)CN3CC(C)OC(C)C3)n2)cc1 (centres undefined)	8.3	-20.2
Cc1onc(-c2c(Cl)cccc2Cl)c1COC(=O)c1ccc([N+](=O)[O-])cc1	17.9	-0.5
C=CC#CC1(O)CC(C)N(C)CC1C (centres undefined)	6.8	-4.4
COCCOC(=O)c1c(NC(=O)CNC2CCCc3ccccc32)sc(C(N)=O)c1C (centres undefined)	9.4	-25.1
COc1ccccc1N1CCN(C(=O)c2cccc(NC3=NC4CS(=O)(=O)CC4S3)c2)CC1 (centres undefined)	6.2	-7.5
Cc1cccc(/C=N/n2c(C3CCCCC3)n[nH]c2=S)c1	3.0	2.0
CN(C)c1nc(N)nc(N(c2ccccc2)c2ccccc2)n1	16.0	-17.7
CCCCc1c(O)nc(SCC(=O)N2CCOCC2)n(-c2ccccc2OC)c1=O	15.2	-1.3
CCOC(=O)NC1(Nc2cccc(Cl)c2)Oc2ccccc2O1	8.1	-13.4
CCCNC(=O)c1cc2c3ccccc3n(C)c2s1	19.5	-35.1
O=C(/C=C/c1ccc(Cl)c(Cl)c1)Nc1cccnc1	19.6	-12.5
O=C(COC(=O)c1c[nH]c(=O)[nH]c1=O)Nc1ccccc1Br	6.5	-10.8
CCCCCCC(=O)N/N=C/Cc1ccccc1	10.3	-17.0
Cc1cccc2c1cnn2C(=O)CCC(=O)NCC(C)c1ccccc1 (centres undefined)	-0.9	-9.5
COc1cc(OC)cc(-c2cc3cc(F)ccc3cn2)c1	14.4	-34.4
Cc1cccc(NCc2ccc(Br)cc2)n1	7.3	-13.7
COc1ccc(CN(C)C(=O)C23CC4CC(CC(Cl)(C4)C2)C3)c(OC)c1OC	14.3	-8.3
CCOC(=O)[C@@H]1[C@H]2COc3ccc(Br)cc3[C@H]2N2C(=O)N(c3ccc(Cl)cc3)C(=O)[C@@]12C	18.3	-38.9
CC(C)CN(C(=O)COC(=O)CSc1ccc([N+](=O)[O-])cc1)C1CCS(=O)(=O)C1 (centres undefined)	22.9	-21.3
Cc1ccc(NC(=O)C(=O)NCc2ccc(/C=N/NC(=O)c3c(C)nc4ccccn34)o2)cc1	30.8	-25.5
O=C(N/C(=C\c1ccc(Br)cc1)C(=O)N1CCCC1)c1ccccc1F	10.4	-18.2
CCCCCCCC1CC(=O)C=C(C)C1C(=O)OCC (centres undefined)	8.8	-5.3
Cc1ccc(C2C(C#N)=C(N)Oc3c2sc2ccccc32)o1 (centres undefined)	25.3	-0.8
O=C(CN1C(=O)NC2(CCCC2)C1=O)OCc1ccc(Br)cc1	22.1	-10.0
Cc1ccc(NC(=O)CSc2nc(N)c3c4c(sc3n2)CSC(C)(C)C4)cc1	3.2	-29.9
CC(C)N(CCO)C(=O)CCc1nnc(Cc2cccc(C(F)(F)F)c2)o1	3.3	-0.1
Cc1ccc(C2=NOC3(CC(=O)N(c4ccc(C)cc4)C3=O)C2)cc1 (centres undefined)	1.8	-20.0
O=C(Oc1ccc(Br)cc1)C1CC(=O)N(c2ccc(F)cc2)C1 (centres undefined)	6.8	-6.5
Cc1ccc(NCc2nnc(SCC(=O)O)n2-c2ccc(C)cc2)cc1	18.0	-20.2
FC(F)(F)c1nc2ccccc2c2nc3ccccc3n12	31.7	-20.3
CCN1CCN(C(=O)CN(c2ccccc2C)S(C)(=O)=O)CC1	10.0	3.1
Cc1nc(CNC(=O)C2CCC(=O)N(Cc3cccc(F)c3)C2)sc1C (centres undefined)	25.9	-4.8
CC1(C)Cc2ccccc2C(=O)N1	11.0	5.5

Screens (PubChem BioAssay)
